Insulin prom inh = TRM-6 insulin promoter activity inhibition; hit rate 0.9% among 130,000; TRM-6 cells (human fetal islet line), insulin promoter-eGFP reporter, imaging; reporter expression induced with tamoxifen; inhibition, % at 2 µM;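 active = inhibition above the mean plus 3 SD, with well images judged a real hit on visual review, cut at about 60% in these data, passing the limit was not always enough; inconclusive = inhibition over the cutoff but images rejected on review; inactive = inhibition not above the cutoff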
SDO1 yeast rescue = compounds rescuing growth of sdo1-depleted yeast, bone marrow failure model | S. cerevisiae sdo1-depleted JHY4D growth rescue, OD600 30 h; hits give high values; pdr5 snq2 efflux-pump mutant strain | z-score at 10 µM | hit rate 0.21% among 140,000;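 active = z-score above 3 at both the 24 hr and the 30 hr optical density reads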;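 also: z-score against mean and SD of all compound wells on the same plate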
SDO1 yeast rescue Rescue 24 h = also measured in SDO1 yeast rescue; calls as there; z-score; S. cerevisiae sdo1-depleted JHY4D growth rescue, OD600; measured here: growth rescue at 24 h;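 0 is the plate mean of compound wells and units are plate SD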
Numbers without * were called inactive; ? = inconclusive; · = no result given. Not all compounds are listed; count on the stated rates, not on these rows.

Insulin prom inh,SDO1 yeast rescue,SDO1 yeast rescue Rescue 24 h,SMILES
-100,-1.3,-1.1,Cc1noc(C)c1CSc1ncnc2sc(C)c(C)c12
43,·,·,O=C(Nc1cccnc1)c1ccccc1-c1ccccc1
·,1.3,1.6,CCC(C)C1C(C#N)=C(N)Oc2n[nH]c(C)c21 (stereo not drawn)
·,-1,-0.59,O=C(N/N=C/c1c[nH]c2ccccc12)c1ccn(Cc2ccc(Cl)cc2Cl)n1
·,-1.2,-1.2,O=C(CSc1nc2ccccc2c(=O)n1-c1ccccc1)NCc1ccco1
18,-0.32,-0.34,CN(Cc1cccc(Cl)c1Cl)c1ccc(S(=O)(=O)N2CCCCC2)cc1[N+](=O)[O-]
·,0.42,0.39,CCOC(=O)Cn1c(CN2CCN(c3cccc(Cl)c3)CC2)nc2c1c(=O)[nH]c(=O)n2C
41,-1.1,-1.2,CCN(CC)S(=O)(=O)c1cccc(C(=O)N/N=C/c2ccc(O)c(O)c2O)c1
-20,1,0.87,O=C(Nc1ccc2c(c1)OCCO2)c1ccc(CN2CCOCC2)cc1
·,0.24,-0.66,COc1ccc(S(=O)(=O)N2CCC(C(=O)N3CCOCC3)CC2)cc1OC
·,-0.29,-0.55,CCCC(=O)OCC(=O)Nc1ccccc1Sc1ccccc1
27,0.69,0.17,Cc1c(Br)cc(-c2nnco2)cc1Br
-25,·,·,O=C1CCC/C1=C\c1ccccc1
·,-2.4,-1.5,Cc1cccc(C)c1N1C(=O)C2ON(c3ccccc3)C(c3ccncc3)C2C1=O (stereo not drawn)
-12,0.53,0.21,COc1ccc(-c2nc3ccccc3c(=O)n2CCCn2ccnc2)cc1
45,-2.9,-2.2,Cc1ccc(C2C(C#N)=C(N)Oc3cc4c(cc32)OCO4)cc1 (stereo not drawn)
-381,1.5,2.2,CC(=O)NC1C(=O)N=C(SCC(=O)NCc2ccccc2)NC1=O (stereo not drawn)
-35,·,·,FC(F)(F)c1ccc(NC2=NCCC2)cc1
14,0.32,-0.03,Cc1onc(-c2ccccc2Cl)c1C(=O)Nc1ccc(CN2CCCC2)cc1
0,-0.21,-0.06,O=C(Nn1c(-c2ccc(Br)cc2)nc2ccccc2c1=O)c1ccc([N+](=O)[O-])cc1
·,0.19,-0.02,COC(=O)Cn1c(=O)sc2ccccc21
·,0.92,0.37,CCN1C(=O)c2ccccc2S(=O)c2ccc(C(=O)NC3CC3)cc21 (stereo not drawn)
12,1,0.35,O=C(NCc1ccco1)C1CCCN(S(=O)(=O)c2cccc3nsnc23)C1 (stereo not drawn)
3,1.1,0.55,COc1ccc(C(=O)COC(=O)Cn2nnc3ccccc32)cc1Br
-15,-0.7,-1.2,CCOC(=O)N1CCN(c2c(F)cc3[nH]c(=S)[nH]c3c2Br)CC1

Additional structures
Insulin prom inh,SDO1 yeast rescue,SDO1 yeast rescue Rescue 24 h,SMILES
32,-0.66,-0.52,O=C(Oc1cc2oc(=O)cc(-c3ccccc3)c2cc1Cl)C1CCCCC1
-31,1.2,1.5,O=C(O)Cc1ccc(C(=O)c2cccs2)s1
55,-0.86,-0.71,Cc1ccc(CC(=O)Nc2nc3c(s2)CCCC3)cc1
·,1.4,1.8,CCn1cc(C(=O)NCC2CCCO2)c(=O)c2cc(S(=O)(=O)N3CCCCC3)ccc21 (stereo not drawn)
-18,·,·,CCOc1cc(C(=S)N2CCCC2)ccc1OC(=O)Cc1ccc(F)cc1
-10,·,·,CCN(CC)CCCNC(=O)Cn1cnc2sc(C)c(S(=O)(=O)N3CCN(c4ncccn4)CC3)c2c1=O
·,-0.02,0.56,COc1ccc(C(=O)NNC(=O)Cc2ccc(-c3ccccc3)cc2)cc1OC
-40,-0.46,-0.49,Cc1c(C(=O)Nc2ccc(Cc3ccncc3)cc2)cccc1[N+](=O)[O-]
-33,-0.13,-0.42,CCCCOC(=O)C1CN(c2ccccc2)N=C1C(=O)OCC (stereo not drawn)
·,-0.51,-0.59,COc1ccccc1NC(=S)N(CCc1c(C)[nH]c2ccccc12)Cc1cccs1
·,-1.6,-1.2,N#Cc1c2c(c(NCCN3CCOCC3)n3c1nc1ccccc13)CCCC2
·,1.5,1.2,Cc1csc2ncc(C(=O)N(Cc3ccccc3)c3ccccn3)c(=O)n12
·,-0.24,-1.1,COc1ccc(OCCCC(=O)Nc2cccc([N+](=O)[O-])c2C)cc1
-23,-1.1,-0.34,CCC(=O)Oc1ccc2c(=O)c(-c3ccc4ccccc4n3)c(CC)oc2c1C
·,-0.11,-0.76,CCC(C)C1C(C#N)=C(N)Oc2n[nH]c(-c3ccccc3)c21 (stereo not drawn)
-64,-0.06,-0.29,COc1cc(C(=O)NCC(=O)n2nc(C)cc2C)cc(OC)c1OC
·,0.44,-0.23,CCOc1ccc(N=Cc2c(O)cc(C)oc2=O)cc1
-11,1,0.37,COc1cccc(C(=O)O/N=C(\N)c2ccncc2)c1
·,-1.4,-1.4,COC(=O)C1=NN(C(=O)c2ccc(Cl)cc2)C(O)(c2ccccc2)C1 (stereo not drawn)
-29,·,·,CCCN(Cc1cc2cccc(C)c2[nH]c1=O)C(=O)c1cccc(OC)c1
-27,0.4,0.94,COc1cccc(-c2nnc(SCCOc3ccc4c(C)cc(=O)oc4c3)o2)c1
51,-0.4,-0.9,CS(=O)(=O)N1CCN(C(=O)NC23CC4CC(CC(C4)C2)C3)CC1
14,0.15,0.84,COCCCNC(=O)C1CCCN(S(C)(=O)=O)C1 (stereo not drawn)
-45,·,·,CCN(CC(=O)Nc1ccc(Cl)c(S(=O)(=O)N(C)C)c1)CC(=O)NC(C)C
-2,0.47,0.21,COCCNC(=O)CSc1ncnc2sccc12

An excerpt of these results, with two lines to a compound.
Values run as follows: Insulin prom inh | SDO1 yeast rescue | SDO1 yeast rescue Rescue 24 h
COC(=O)Cn1c(=O)sc2ccccc21
→ · | 0.19 | -0.02
CCN1C(=O)c2ccccc2S(=O)c2ccc(C(=O)NC3CC3)cc21 (stereo not drawn)
→ · | 0.92 | 0.37
O=C(NCc1ccco1)C1CCCN(S(=O)(=O)c2cccc3nsnc23)C1 (stereo not drawn)
→ 12 | 1 | 0.35
COc1ccc(C(=O)COC(=O)Cn2nnc3ccccc32)cc1Br
→ 3 | 1.1 | 0.55

New compounds follow
Insulin prom inh,SDO1 yeast rescue,SDO1 yeast rescue Rescue 24 h,SMILES
11,-0.45,-0.7,CC(C)c1nnc(SCC(=O)NCc2ccco2)n1C
·,-0.17,-0.4,CC(=O)NC12CC3CC(C1)CC(C(=O)OCC(=O)c1ccc4c(c1)OCCO4)(C3)C2
14,·,·,Cc1occc1C(=O)Nc1cccc(/C=C/C(=O)O)c1
0,·,·,CCOC(=O)C1C(CC)NC(=S)NC1(C)O (stereo not drawn)
45,·,·,CCOc1ccc(C(CC(=O)O)NC(=O)COc2ccccc2OC)cc1OC (stereo not drawn)
26,1.2,0.24,CCOC(=O)Cc1csc(NC(=O)CCS(=O)(=O)Cc2ccccc2)n1
0,-0.27,-0.42,CNC(=O)c1sc(-c2cccnc2)nc1C
14,-1.3,-1.2,O=C(Oc1ccccc1)c1ccccc1OS(=O)(=O)c1ccccc1
-11,0.09,0.2,Cc1cc(NC(=O)C2(c3ccccc3)CCCC2)no1
-36,·,·,COc1ccc(CN(C)C(=S)Nc2ccc(Cl)cc2)cc1
8,0.62,0.87,COc1ccccc1C(=O)N/C(=C\c1ccc(Br)cc1)C(=O)NCC(=O)O
-12,0.51,0.22,O=C(CSc1ncccn1)N1CCN(C(=O)CSc2ncccn2)CC1
·,1.1,-0.23,CCCCOC(=O)C1=C(C)Nc2ncnn2C1c1ccc(OCC)c(OC)c1 (stereo not drawn)
·,0.74,-0.11,CN1CCN(C(=O)c2ccc3c(=O)n(Cc4ccc(Cl)cc4)c(=S)[nH]c3c2)CC1
·,0.17,0.43,CCCCCC1CC(=O)N(Cc2ccccc2)C(=O)N1 (stereo not drawn)
-6,·,·,CCCC12CN3CC(C)(CN(C1)C3c1ccco1)C2=O (stereo not drawn)
9,-0.32,-0.86,CC(C)(C)c1ccc(NC(=O)COC(=O)CCN2C(=O)c3cccc([N+](=O)[O-])c3C2=O)cc1
50,·,·,CCOCCCNC(=O)C1CCN(S(=O)(=O)N2CCCC2)CC1
·,0.46,0.27,Cc1cc(-c2ccccc2)n(-c2ccc(C(N)=O)cc2)n1
0,·,·,O=c1c2ccccc2cnn1Cc1n[nH]c(=S)n1-c1ccc(F)c(Cl)c1
42,1.4,1.4,Clc1ccc(-c2nnc3n2CCCCC3)cc1
-57,-0.52,-0.48,O=C(COC(=O)CNC(=O)C1CCCCC1)Nc1ccc2ccccc2c1
74,-0.84,-0.59,Fc1c(F)c(F)c(CSc2nc3ccccc3[nH]2)c(F)c1F
-70,1.2,2.2,CN(C)c1ccc(/C=N/NC(=O)CN2CCN(c3ccc(F)cc3)CC2)cc1
36,-1.8,-0.98,Cc1ccc(N2CC(C(=O)Nc3nnc(SCC(=O)Nc4cc(C)on4)s3)CC2=O)cc1 (stereo not drawn)

Not a retest: an excerpt of the list.
Insulin prom inh,SDO1 yeast rescue,SDO1 yeast rescue Rescue 24 h,SMILES
42,1.4,1.4,Clc1ccc(-c2nnc3n2CCCCC3)cc1
-57,-0.52,-0.48,O=C(COC(=O)CNC(=O)C1CCCCC1)Nc1ccc2ccccc2c1
74,-0.84,-0.59,Fc1c(F)c(F)c(CSc2nc3ccccc3[nH]2)c(F)c1F
-70,1.2,2.2,CN(C)c1ccc(/C=N/NC(=O)CN2CCN(c3ccc(F)cc3)CC2)cc1
36,-1.8,-0.98,Cc1ccc(N2CC(C(=O)Nc3nnc(SCC(=O)Nc4cc(C)on4)s3)CC2=O)cc1 (stereo not drawn)

The results go on:
Insulin prom inh,SDO1 yeast rescue,SDO1 yeast rescue Rescue 24 h,SMILES
-7,·,·,CCCCc1c(O)nc(SCC(=O)O)[nH]c1=O
·,0.4,-0.54,CCOC(=O)CSc1nnc(Cc2ccccc2)n1CC1CCCO1 (stereo not drawn)
·,-0.01,0.02,Cc1nc(CCNC(=O)Cc2ccccc2)cs1
12,0.47,-0.3,COc1cc2c(cc1OC)C(c1ccc(N(C)C)cc1)CC(=O)N2 (stereo not drawn)
·,0.79,0.96,Cc1cc(-c2ccco2)n(-c2ccccc2)n1
?,-0.15,-0.09,CCCCSc1nnc(-c2ccc(C)cc2)c2ccccc12
38,1.3,1.5,Cn1nnnc1SCCNCc1ccccc1F
-9,·,·,O=C(CCc1nnc(Cc2c[nH]c3ccccc23)o1)NC(C1CC1)C1CC1
-86,1.2,1.1,O=C(CN1CCN(CC(=O)c2ccc(F)cc2)CC1)Nc1ccccc1Cl
40,1.2,0.41,COc1ccc(-c2cc(-c3nnc(COC(=O)CC4CC5CCC4C5)o3)c3ccccc3n2)cc1OC (stereo not drawn)
9,·,·,CCC1(C)Cc2ccccc2C(=S)N1 (stereo not drawn)
-47,0.33,-0.47,CCOCCCNC(=O)C(NC(=O)CNC(=O)c1ccccc1)c1ccccc1 (stereo not drawn)
56,·,·,O=C(Cn1cnc2ccccc2c1=O)N1CCc2ccccc2C1
0,·,·,Cc1ccc(CN2C(=O)C(C)Oc3ccccc32)cc1 (stereo not drawn)
-22,·,·,Cc1ccc(N(CC(=O)N2CCOCC2)S(C)(=O)=O)cc1
·,0.51,0.52,COc1ccc(S(=O)(=O)Cc2ccc(C(=O)NCc3cccs3)o2)cc1
-37,1.1,0.4,CCNS(=O)(=O)c1ccc(NC(=O)Nc2cccc(C(F)(F)F)c2)cc1
·,0.17,-0.93,O=C(NCC(=O)N(c1cccnc1)C(C(=O)NCc1ccco1)c1ccccc1)c1ccco1 (stereo not drawn)
-42,-1,0.52,O=C(Nc1ccccc1N1CCCC1)c1cc2ccccc2o1
·,0.25,0.57,CCCCN(CCCC)S(=O)(=O)c1ccc2[nH]c(=O)[nH]c2c1
·,1.4,1.7,NC(=O)COc1ccc(=O)n(-c2ccccc2)n1
-80,0,0.26,CC1=[N+](CC(=O)NC(C)(C)C)CCc2ccccc21
·,0.26,0.46,O=C(c1cc(-c2cccs2)on1)N1CCOCC1
23,-2.3,-1.4,Cc1onc(-c2ccccc2)c1C(=O)Nc1nnc(COc2ccc(Cl)cc2)s1
30,0.53,0.04,O=C(NC1CCCCC1)C1CCN(S(=O)(=O)c2cccc3nsnc23)CC1

(more compounds)
Insulin prom inh,SDO1 yeast rescue,SDO1 yeast rescue Rescue 24 h,SMILES
·,0.18,0.74,CCOc1cc(C(c2c(C)[nH][nH]c2=O)c2c(C)[nH][nH]c2=O)ccc1OCc1ccc([N+](=O)[O-])cc1
0,·,·,CCOC(=O)Cc1csc(NC(=O)C(CC(C)C)NC(=O)C2CCCCC2)n1 (stereo not drawn)
·,-0.55,-0.66,COc1ccc(-n2c(N)c(C(=O)NCC3CCCO3)c3nc4ccccc4nc32)c(OC)c1 (stereo not drawn)
0,-0.63,-0.21,Cc1ccc(C(=O)Nn2c(O)c(C=C3N=c4ccccc4=N3)sc2=S)cc1
